WT yeast gro inh: growth inhibition of WT yeast, mitochondrial fusion screen; mitochondrial fusion phenotypic screen, WT strain; inhibition, % at 10 µM; 190,000 tested, 2.1% active; AID 1362; in the data active = inhibition above about 58%; tested in S. cerevisiae
M1AAP inhibition: malaria alanyl aminopeptidase activity blockers – biochemical, fluorogenic H-Leu-NHMec substrate, 1536-well (AID 1445); recombinant M1AAP, H-Leu-NHMec fluorogenic kinetic assay; higher % means a stronger effect; inhibition, % at 30 µM, or IC50 in µM where a hit was titrated; 220,000 tested, 0.42% active;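 active = primary inhibition above the hit cutoff, then over 50% inhibition at one or more dose response concentrations, cut at about 23% in these data, passing the limit was not always enough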;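 also: plate controls were DMSO full reaction for no effect and no enzyme background for full effect; strong numbers were not always called active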
human PMI inhibitors: human PMI inhibitors, high substrate, primary screen, biochemical, fluorescence intensity, high mannose 6-phosphate (AID 1220); inhibition, % at 20 µM; hits with a dose series show IC50 in µM; recombinant PMI enzyme, coupled fluorescence intensity; higher % means a stronger effect; 190,000 tested, 0.66% active
LYP phosphatase: inhibitors of LYP phosphatase, biochemical, fluorescence intensity, uHTS (AID 1779) | recombinant LYP phosphatase, fluorescence intensity; higher % means a stronger effect | inhibition, % at 11.5 µM; hits with a dose series show IC50 in µM | 290,000 tested, 0.054% active;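 also: plate controls were vehicle with enzyme for no effect and no enzyme for full effect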
XIAP displacement: XIAP antagonists, biochemical, IAP family, fluorescence polarization (AID 1018). XIAP BIR domain, fluorescence polarization peptide displacement; higher % means a stronger effect. one-dose displacement, % at 20 µM; IC50 in µM for titrated hits. 200,000 tested, 0.007% active; in the data active = displacement above about 50%; also: a part of the inactive calls stands beside numbers as strong as those of hits
Yfh1-off respiration: enhancers of respiration in Yfh1-depleted yeast, dose response, Friedreich's ataxia, plus single-dose screen (AID 1465); S. cerevisiae Yfh1-off respiration, WST-1 reduction, 72 h; higher fold induction means a stronger effect; 220,000 tested, 0.074% active; one-dose fold induction at 50 µM; EC50 in µM for titrated hits;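 active = fold induction of absorbance versus untreated yeast above a set limit, then at least 30% activation at any dose in follow-up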;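 also: activators that raise dye reduction in frataxin-depleted yeast; strong numbers were not always called active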
TNAP activators: stimulation of alkaline phosphatase TNAP activity – biochemical, luminescent, no phosphate acceptor, uHTS, primary screen (AID 1001); purified TNAP, luminescent activation assay, no phosphate acceptor; higher activation fold means a stronger effect; 200,000 tested, 0.03% active; activation fold at 20 µM, or EC50 in µM where a hit was titrated; in the data active = activation fold from about 3, or a potency from the dose series; inactive = the rest, 99 in 100 with activation fold below about 1.6; also: many of its hits are not listed in these tables
M17LAP inhibition: P. falciparum M17LAP inhibitors, primary screen, biochemical, fluorogenic H-Leu-NHMec substrate, 1536-well (AID 1619). recombinant M17LAP, H-Leu-NHMec fluorogenic kinetic assay; higher % means a stronger effect. inhibition, % at 30 µM, or IC50 in µM where a hit was titrated. 220,000 tested, 0.38% active;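 active = compound inhibiting the enzyme by more than half at any dose during confirmatory dose-response retesting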;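 also: plate controls were full reaction with DMSO carrier for no effect and no enzyme background for full effect; strong numbers were not always called active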
human PMI inhibition: inhibitors of human PMI, primary screen, biochemical, fluorescence intensity, coupled assay (AID 1209); purified PMI enzyme, coupled fluorescence intensity; higher % means a stronger effect; inhibition, % at 20 µM, or IC50 in µM where a hit was titrated; 190,000 tested, 0.42% active;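 also: plate controls were DMSO vehicle for no effect and wells lacking substrate for full effect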
WT yeast gro inh mutant strain: recorded beside WT yeast gro inh, whose call it bears; inhibition, %; mitochondrial fusion phenotypic screen, mutant strain inhibition
* = called active by the depositor; i = inactive; x = not tested or not shown. Rule as the data show it, unless noted: active = inhibition above about 50%; inactive = the rest. Hits appear at their usual frequency. About 3.7% of those tested had a hit in this group.

1) Clc1ccccc1COc1ccc(/C=N/n2cnnc2)cc1
2) CCOC(=O)C(CCCCCOc1ccc([N+](=O)[O-])cc1)C(=O)OCC
3) COc1ccc(Nc2nccc(N(C)C)c2C#N)cc1
4) Cc1cccc(C(=O)NC(=S)NNC(=O)COc2ccc(Cl)cc2)c1
5) CCOc1ccc(-c2c(C)n([O-])c3c([n+]2=O)CCCC3)cc1
6) CCCc1c(C)[nH]c2ccccc2c1=O
7) N#C/C(=N\Nc1ccc(S(=O)(=O)N2CCOCC2)cc1)C(N)=S
8) O=[N+]([O-])c1cc(Cl)ccc1-c1nc(-c2ccncc2)no1

screen / no.	1	2	3	4	5	6	7	8
WT yeast gro inh	32	10	6	64*	8	51	x	11
WT yeast gro inh mutant strain	6	9	7	64*	21	44	x	1
M1AAP inhibition	6%	6%	4%	47%	3%	-2%	15%	3%
human PMI inhibitors	0%	-3%	23%	-22%	11%	-3%	x	3%
LYP phosphatase	4%	7%	-5%	-6%	-7%	1%	-4%	-2%
XIAP displacement	-6.0%	-4.1%	-9.4%	-0.2%	-6.8%	-3.1%	x	-5.2%
Yfh1-off respiration	i	i	i	i	i	i	i	i
TNAP activators	1	1	1.1	1.6	1.1	1.1	x	1.1
M17LAP inhibition	-1%	2%	7%	8%	-2%	6%	23%	-7%
human PMI inhibition	6%	-1%	18%	11%	10%	-4%	x	-1%

9) C=CCN1C(=O)/C(=C\c2cc(Br)c(OCc3ccccn3)c(OC)c2)SC1=S
10) Cc1oc2nc(SCC(=O)N3CCCCC3)nc(N)c2c1C
11) CC(O)c1cccc(NC(=O)CCC(=O)O)c1 (stereo not given)
12) O=C(O)CCc1nc(-c2ccccc2Cl)no1
13) CCOC(=O)N1CCC(NC2CCCCCCC2)CC1
14) CNC(=S)/N=C(/Nc1ccccc1)c1ccccc1
15) CC(C)[C@H](NC(=O)OC(C)(C)C)c1nnc(SCC(=O)Nc2ccc(Br)cc2)o1
16) CC1=C(C(=O)Nc2ccccc2)C(c2cccs2)C(C#N)=C(SCC#N)N1 (stereo not given)

screen / no.	9	10	11	12	13	14	15	16
WT yeast gro inh	2	-2	5	0	-2	15	4	-6
WT yeast gro inh mutant strain	-2	-3	0	8	-9	-16	7	11
M1AAP inhibition	2%	4%	-6%	4%	2%	0%	-2%	11%
human PMI inhibitors	1%	-1%	1%	-24%	5%	-3%	10%	-19%
LYP phosphatase	-1%	0%	-6%	-5%	-8%	5%	1%	5%
XIAP displacement	-6.6%	-7.9%	1.4%	-7.4%	-5.4%	-4.6%	-3.6%	-1.1%
Yfh1-off respiration	i	i	i	i	i	i	i	x
TNAP activators	1	1.1	1.1	1	1.1	1.1	1.2	1.1
M17LAP inhibition	-9%	13%	-1%	2%	-4%	-11%	3%	-5%
human PMI inhibition	-6%	9%	2%	-10%	-2%	-1%	18%	-10%

The final 4 compounds of the section before are carried over, then new ones follow:
13) CCOC(=O)N1CCC(NC2CCCCCCC2)CC1
14) CNC(=S)/N=C(/Nc1ccccc1)c1ccccc1
15) CC(C)[C@H](NC(=O)OC(C)(C)C)c1nnc(SCC(=O)Nc2ccc(Br)cc2)o1
16) CC1=C(C(=O)Nc2ccccc2)C(c2cccs2)C(C#N)=C(SCC#N)N1 (stereo not given)
17) CC(C)CCOc1ncnc2c1sc1nc3c(cc12)CSC(C)(C)C3
18) Cc1ccc(NC(=O)C(=O)NCC2CCCO2)cc1C (stereo not given)
19) Cc1onc(-c2c(Cl)cccc2Cl)c1NC(=O)NC1CCSC1 (stereo not given)
20) CCOC(=O)C1CCCN(S(=O)(=O)c2ccc(Br)s2)C1 (stereo not given)
21) CCNc1nc(NCC)nc(OCCOC(=O)COc2ccc(Cl)cc2Cl)n1
22) O=C1C2CC=CCC2C(=O)N1n1cnnc1 (stereo not given)
23) COc1ccc(CN=C(Nc2ccccc2)SC2CC(=O)N(C)C2=O)cc1 (stereo not given)
24) COc1ccc(S(=O)(=O)NCCOc2ccccc2)cc1OC

screen / no.	13	14	15	16	17	18	19	20	21	22	23	24
WT yeast gro inh	-2	15	4	-6	18	-4	x	-12	10	-18	-9	-9
WT yeast gro inh mutant strain	-9	-16	7	11	-10	10	x	1	-2	-15	-20	-6
M1AAP inhibition	2%	0%	-2%	11%	2%	9%	5%	6%	-1%	0%	11%	4%
human PMI inhibitors	5%	-3%	10%	-19%	-9%	-4%	x	-4%	-14%	-5%	-9%	12%
LYP phosphatase	-8%	5%	1%	5%	-9%	-6%	-3%	0%	10%	-4%	-9%	2%
XIAP displacement	-5.4%	-4.6%	-3.6%	-1.1%	-3.8%	-2.5%	x	-2.7%	-4.7%	2.7%	-0.2%	-4.4%
Yfh1-off respiration	i	i	i	x	i	i	i	i	i	i	i	i
TNAP activators	1.1	1.1	1.2	1.1	1	1.1	x	1.1	0.9	1.1	1.1	1
M17LAP inhibition	-4%	-11%	3%	-5%	12%	-2%	4%	0%	4%	-2%	-1%	-5%
human PMI inhibition	-2%	-1%	18%	-10%	-3%	1%	x	6%	-20%	-4%	-4%	8%

25) Nc1cc(=O)[nH]c(SCC(=O)Nc2cc(Cl)cc(Cl)c2)n1
26) CC(C)CCNC(=O)NC(=O)COC(=O)C1CCN(S(=O)(=O)c2ccccc2F)CC1
27) CCc1noc(C)c1C(=O)Nc1nc(-c2cc(C)ccc2C)c(C)s1
28) CC(NC(=O)COc1cc(=O)n(C)c2ccccc12)c1ccc2c(c1)OCCO2 (stereo not given)
29) COc1ccc(-c2nc(NC(=O)c3ccc(OCC(=O)Nc4ccc(F)cc4)c(OC)c3)sc2C)cc1
30) COc1ccc2c(c1OC)C(=O)N1N=C(c3ccc(O)cc3)CC21 (stereo not given)
31) Cc1cccc(N2CCN(C(=O)c3ccc4nc[nH]c4c3)CC2)c1C
32) Cc1cc(C)c2nc(C)cc(Nc3ccc(C(=O)NCCO)cc3)c2c1

screen / no.	25	26	27	28	29	30	31	32
WT yeast gro inh	-4	3	3	11	9	13	1	x
WT yeast gro inh mutant strain	-14	-4	11	9	-16	15	-13	x
M1AAP inhibition	1%	0%	-1%	6%	0%	6%	-2%	10%
human PMI inhibitors	-6%	3%	0%	-2%	3%	13%	1%	x
LYP phosphatase	-9%	-6%	6%	2%	-6%	2%	-3%	-4%
XIAP displacement	-3.9%	-1.5%	-4.9%	-6.7%	-4.4%	-5.2%	1.1%	x
Yfh1-off respiration	i	i	i	i	i	i	i	i
TNAP activators	1	1	1.1	1.1	1.1	1.2	1.1	x
M17LAP inhibition	8%	-5%	-3%	9%	-10%	8%	4%	3%
human PMI inhibition	-1%	18%	0%	-15%	4%	11%	1%	x

33) Cc1cc(C)cc(NC(=S)NCc2ccc(S(N)(=O)=O)cc2)c1
34) O=C1CCCC2=C1C(c1cn(-c3ccccc3)nc1-c1cccs1)c1c([nH]c(=O)[nH]c1=O)N2 (stereo not given)
35) O=C1c2cccc3cccc(c23)C(=O)N1CCN1CCN(C(=S)Nc2ccc(Cl)cc2)CC1
36) O=S(=O)(c1ccc(Cl)cc1)c1snnc1-c1ccccc1
37) O=C(NCc1ccco1)C1CC(=O)N(c2ccc(Cl)cc2)C1 (stereo not given)
38) CC(C)c1cc(O)c(-c2ccccc2)c(=O)n1-c1ccc(Cl)cc1
39) C=C(C)CNC(=S)N=Nc1c(O)[nH]c2ccc([N+](=O)[O-])cc12
40) CCN(Cc1cn2cccnc2n1)C1CCCCC1

screen / no.	33	34	35	36	37	38	39	40
WT yeast gro inh	-11	9	8	34	6	x	5	-13
WT yeast gro inh mutant strain	26	4	2	28	11	x	-18	-14
M1AAP inhibition	4%	11%	10%	-5%	-2%	0%	7%	4%
human PMI inhibitors	-8%	14%	-2%	4%	1%	x	4%	-3%
LYP phosphatase	4%	0%	-1%	-8%	-9%	-17%	8%	-12%
XIAP displacement	-5.5%	0.8%	0.5%	x	-0.9%	x	-2.6%	-14%
Yfh1-off respiration	i	i	i	i	i	i	i	i
TNAP activators	1	1.1	1.1	1.1	1.2	x	1.7	1.2
M17LAP inhibition	-20%	11%	4%	-11%	-6%	2%	11%	-10%
human PMI inhibition	-7%	-2%	1%	4%	-4%	x	5%	0%

Values by screen from above.
Compounds 35 to 39 in WT yeast gro inh mutant strain: 2, 28, 11, x, -18
Compounds 35 to 39 in human PMI inhibitors: -2%, 4%, 1%, x, 4%
Compounds 35 to 39 in M1AAP inhibition: 10%, -5%, -2%, 0%, 7%

The list goes on:
41) COc1ccc(NC(=O)c2cccc(OC(F)F)c2)cc1Cl
42) Cc1cccc(NC(=O)c2cccc3c2-c2ccccc2C3=O)n1
43) COC1=CCC2([N+](=O)[O-])CN(CCO)CC1([N+](=O)[O-])C2 (stereo not given)
44) COc1ccc(/C=C2\CCn3c2nc2cc(C(=O)O)ccc2c3=O)cc1OC
45) CSc1ccc(C#N)cc1NC(=O)c1ccc(Cl)nc1
46) COc1ccc(Cc2noc(CN3CCC(c4ccncc4)CC3)n2)cc1OC
47) O=C(NC(=S)N(CCO)Cc1ccccc1)c1cc(Br)ccc1Cl
48) CCN(CC)C(=O)Oc1ccc(OC(=O)N(CC)CC)cc1
49) O=C(CCSCc1ccccc1Cl)NC1CCCC1
50) CCOc1ccc(C(=O)Nc2nnc(NC(=S)Nc3ccccc3)s2)cc1
51) Cc1ccc(NC(=O)Cn2cnc3sc(C(=O)NCc4ccco4)c(C)c3c2=O)cc1Cl

screen / no.	41	42	43	44	45	46	47	48	49	50	51
WT yeast gro inh	23	6	-8	x	-9	4	21	-4	-14	-9	-17
WT yeast gro inh mutant strain	23	13	-26	x	5	8	-7	8	-6	-28	-12
M1AAP inhibition	-2%	3%	1%	13%	5%	-1%	9%	7%	-2%	12%	6%
human PMI inhibitors	2%	-6%	-2%	x	-8%	0%	6%	5%	-4%	16%	1%
LYP phosphatase	-4%	-2%	-9%	-1%	-3%	-12%	-1%	-9%	-8%	-9%	-2%
XIAP displacement	-3.6%	-0.2%	-12%	x	1.9%	-5.1%	-4.2%	-8.4%	-3.2%	-5.1%	-2.7%
Yfh1-off respiration	i	i	i	i	i	i	i	i	i	i	i
TNAP activators	1.1	1.1	1.1	x	1.1	1.1	1	1.1	1.1	1.2	1
M17LAP inhibition	-10%	3%	-9%	18%	2%	1%	17%	-3%	-30%	-3%	0%
human PMI inhibition	9%	1%	2%	x	-9%	4%	13%	-5%	4%	3%	6%

Compound activity deposited in PubChem by several laboratories.
